mIAP activ – activators of mouse IAP, primary screen, biochemical, luminescence, uHTS; muIAP, CDP-Star luminescence, 30 min; hits give high values; 1 = vehicle-only enzyme signal, 0 = enzyme-free wells; hit rate 0.24% among 330,000; AID 2805, 2010; activation factor at 10 µM;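 active = activation factor of at least 2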; note: the source names both 10 and 20 µM as test concentration; values of inactives mirror those of a sister screen read the other way
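System: mouse IAP enzyme. Reagent: CDP-Star chemiluminescent phosphatase substrate. Benchmarks: DMSO wells, no-enzyme wells. Times: 30 min enzyme-substrate-compound incubation at room temperature. Detection: luminescence from enzymatic CDP-Star hydrolysis. Doses: test compounds delivered from DMSO solution.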
NLRP3 yeast inh – NALP3 inflammasome inhibitors in reconstituted yeast, primary screen, luminescence, uHTS; Yeast reconstituted NLRP3/ASC/caspase-1, beta-gal luminescence, 24 h; inhibition, % at 10 µM; hit rate 0.39% among 330,000;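 active = inhibition of 50% or more; inactive = inhibition below 50%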;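 note: plate controls were induced DMSO wells for no effect and uninduced yeast grown without galactose for full effect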
beta cell repl – inducers of MIN6 beta-cell proliferation, primary screen, ATP luminescence, uHTS. MIN6 cells proliferation, ATPlite luminescence, 48 h; cells starved in 0.2% serum; 100% = growth in 10% serum. proliferation, % at 10 µM. hit rate 0.29% among 330,000. AID 2380, 2010;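 active = compounds whose signal lies at least 3.5 SD above the mean of all wells on their plate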;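 note: 0% = DMSO-treated cells in low-serum medium and 100% = 10% serum control; some compounds called inactive have numbers as strong as hits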
TIM10 inh – growth inhibitors of isogenic TIM10 control yeast, primary screen, counter-screen for tim10-1 yeast inhibitor project, luminescence, uHTS; hit rate 1.4% among 330,000; S. cerevisiae TIM10 strain growth, BacTiter-Glo luminescence, 24 h; inhibition, % at 10 µM;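 active = inhibition of 40% or more at the single tested concentration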;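 note: wild-type TIM10 isogenic control strain grown at permissive 25 °C; 0% = DMSO yeast wells and 100% = minimal medium wells without yeast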
APOBEC3G inh – APOBEC3G DNA deaminase inhibitors, primary screen, biochemical, fluorescence, single-stranded DNA substrate, uHTS. DNA dC->dU-editing enzyme APOBEC-3G (Homo sapiens), Q9HC16. recombinant A3G, ssDNA deamination FAM/TAMRA fluorescence. AID 493012, 2011. hit rate 0.28% among 330,000. inhibition, % at 20 µM;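 active = inhibition of at least 40% at 20 µM, with no more than 30% in the related APOBEC3A deaminase screen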;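 note: plate controls were DMSO wells with A3G for no effect and wells lacking A3G enzyme for full effect; some compounds called inactive have numbers as strong as hits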
Target sequence (Q9HC16 whole entry, looked up): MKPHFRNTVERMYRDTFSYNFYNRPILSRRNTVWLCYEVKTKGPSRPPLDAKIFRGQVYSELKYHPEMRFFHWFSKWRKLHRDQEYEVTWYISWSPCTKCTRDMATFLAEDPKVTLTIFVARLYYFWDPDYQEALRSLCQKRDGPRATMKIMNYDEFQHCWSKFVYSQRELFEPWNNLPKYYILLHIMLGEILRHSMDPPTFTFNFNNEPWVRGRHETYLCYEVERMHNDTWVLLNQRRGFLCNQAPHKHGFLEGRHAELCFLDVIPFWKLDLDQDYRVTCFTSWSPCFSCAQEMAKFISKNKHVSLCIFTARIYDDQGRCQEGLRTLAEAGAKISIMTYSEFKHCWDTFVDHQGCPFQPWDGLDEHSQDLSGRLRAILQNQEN
A3A deaminase – APOBEC3A ssDNA deaminase inhibitors, primary screen, selectivity assay for APOBEC3G inhibitor project, biochemical, FAM/TAMRA oligo cleavage fluorescence | DNA dC->dU-editing enzyme APOBEC-3A (Homo sapiens), P31941 | recombinant A3A, FAM/TAMRA ssDNA deamination fluorescence | inhibition, % at 20 µM | hit rate 0.41% among 330,000 | AID 493011, 2011;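 active = at least 40% inhibition at 20 µM here, with at most 30% in a related deaminase screen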;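 note: plate controls were A3A with DMSO for no effect and wells lacking A3A enzyme for full effect; some results filed as inactive read as strong as hits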
Target sequence (P31941 whole entry, looked up): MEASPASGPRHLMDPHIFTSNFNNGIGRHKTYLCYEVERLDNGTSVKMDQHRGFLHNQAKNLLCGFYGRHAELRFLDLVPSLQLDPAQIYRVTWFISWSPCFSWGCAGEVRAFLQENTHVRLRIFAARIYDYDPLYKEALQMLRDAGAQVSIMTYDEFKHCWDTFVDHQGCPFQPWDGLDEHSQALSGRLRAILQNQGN
hIAP block – human IAP inhibitors, primary screen, biochemical, luminescence, uHTS; AID 2544, 2010; purified IAP, CDP-Star luminescence, 30 min; hit rate 0.12% among 330,000; inhibition, % at 10 µM;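 active = inhibition reaching a set limit with compound at 10 µM in the primary screen, cut at about 35% in these data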;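 note: plate controls were DMSO wells with enzyme for no effect and no-enzyme buffer wells for full effect; values of inactives mirror those of a sister screen read the other way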
Target sequence (P09923 whole entry, looked up): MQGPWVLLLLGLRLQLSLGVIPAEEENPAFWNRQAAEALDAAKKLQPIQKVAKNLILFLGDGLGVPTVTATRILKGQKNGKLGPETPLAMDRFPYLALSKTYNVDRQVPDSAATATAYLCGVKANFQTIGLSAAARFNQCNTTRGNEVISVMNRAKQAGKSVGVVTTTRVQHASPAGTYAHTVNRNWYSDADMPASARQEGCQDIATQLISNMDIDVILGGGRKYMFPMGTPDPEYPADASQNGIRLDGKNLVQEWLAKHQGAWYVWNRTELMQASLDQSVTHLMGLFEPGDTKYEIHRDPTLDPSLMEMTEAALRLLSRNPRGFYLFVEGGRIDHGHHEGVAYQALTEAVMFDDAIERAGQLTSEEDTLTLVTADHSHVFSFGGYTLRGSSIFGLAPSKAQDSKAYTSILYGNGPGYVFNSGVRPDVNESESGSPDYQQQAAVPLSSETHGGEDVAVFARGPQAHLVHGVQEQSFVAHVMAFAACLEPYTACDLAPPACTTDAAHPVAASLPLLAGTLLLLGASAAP
mIAP block – inhibitors of mouse IAP, primary screen, biochemical, luminescence, uHTS. purified mouse IAP, CDP-Star luminescence, 30 min. inhibition, % at 10 µM. hit rate 0.2% among 330,000;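 active = inhibition of at least 40% at 10 µM in the primary screen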;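 note: plate controls were DMSO with enzyme for no effect and no enzyme wells for full effect; values of inactives mirror those of a sister screen read the other way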
tim10-1 inh – growth inhibitors of tim10-1 mutant yeast, primary screen, luminescence, uHTS | S. cerevisiae tim10-1 ts strain growth, BacTiter-Glo, 24 h | inhibition, % at 20 µM | hit rate 2.2% among 330,000 | AID 463190, 2010;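 active = inhibition of at least 40%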;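 note: mutant grown at 25 °C; 0% = DMSO wells with yeast and 100% = wells holding no yeast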
The depositor's hits bear a star. No enrichment for hits (roughly 4.6% active in at least one column).

How did Cc1ccc(NC(=O)CN(C)C(=O)c2ccc(OCc3c(C)noc3C)cc2)cc1 do in these assays?
mIAP activ: 1; NLRP3 yeast inh: 11; beta cell repl: -1; TIM10 inh: 1; APOBEC3G inh: -13; A3A deaminase: 0; hIAP block: 4; mIAP block: -1; tim10-1 inh: -19

Results for COC(=O)c1cn(CCOc2ccc(C)cc2)c2ccccc12 ?
mIAP activ: 0.96; NLRP3 yeast inh: 11; beta cell repl: -4; TIM10 inh: 8; APOBEC3G inh: -5; A3A deaminase: -2; hIAP block: 10; mIAP block: 4; tim10-1 inh: 10

What do the screens show for `Cc1c(OCc2nn[nH]n2)ccc2c3c(c(=O)oc12)CCC(C)C3` (stereo not given)?
mIAP activ: 0.94; NLRP3 yeast inh: -3; beta cell repl: -3; TIM10 inh: 4; APOBEC3G inh: -2; A3A deaminase: -1; hIAP block: 5; mIAP block: 6; tim10-1 inh: 5

What do the screens show for `CCN1CCN(C(=O)C2(NC(=O)Nc3ccccc3Cl)CCCCC2)CC1`?
mIAP activ: 1.1; NLRP3 yeast inh: -13; beta cell repl: -1; TIM10 inh: -8; APOBEC3G inh: 0; A3A deaminase: -3; hIAP block: 6; mIAP block: -12; tim10-1 inh: 12

Results for COc1ccc(CCNC(=O)CCCCCN2C(=O)c3ccccc3C2=O)cc1 ?
mIAP activ: 1.1; NLRP3 yeast inh: 4; beta cell repl: -4; TIM10 inh: 15; APOBEC3G inh: -1; A3A deaminase: 2; hIAP block: 10; mIAP block: -14; tim10-1 inh: 15

How did COc1ccc(C(=O)CSC2=C(C#N)C3(CCCCC3)C(C#N)=C(N)N2)cc1 do in these assays?
mIAP activ: 0.76; NLRP3 yeast inh: -8; beta cell repl: 0; TIM10 inh: 31; APOBEC3G inh: -6; A3A deaminase: 0; hIAP block: 2; mIAP block: 24; tim10-1 inh: 27

How did C=CCNc1cc(C(F)(F)F)nc(-c2ccccn2)n1 do in these assays?
mIAP activ: 0.97; NLRP3 yeast inh: -4; beta cell repl: 0; TIM10 inh: -7; APOBEC3G inh: -2; A3A deaminase: 0; hIAP block: 2; mIAP block: 3; tim10-1 inh: -9

Results for CC(=O)N1CCN(S(=O)(=O)c2cccc(C(=O)OCC(=O)NC(=O)c3cccn3C)c2)CC1 ?
mIAP activ: 1.1; NLRP3 yeast inh: 10; beta cell repl: 0; TIM10 inh: 2; APOBEC3G inh: -3; A3A deaminase: 2; hIAP block: 3; mIAP block: -6; tim10-1 inh: 10

Results for CCOC(=O)C(C(=O)OCC)N(C#N)c1nc(OC)nc(N(C)C)n1 ?
mIAP activ: 1; NLRP3 yeast inh: 4; beta cell repl: 1; TIM10 inh: 6; APOBEC3G inh: -3; A3A deaminase: 2; hIAP block: -13; mIAP block: -3; tim10-1 inh: 15

How did Fc1cccc(Cc2noc(CN3CCC(c4ccncc4)CC3)n2)c1 do in these assays?
mIAP activ: 0.91; NLRP3 yeast inh: 16; beta cell repl: -2; TIM10 inh: 17; APOBEC3G inh: -6; A3A deaminase: -3; hIAP block: -4; mIAP block: 9; tim10-1 inh: 22

Results for COc1ccc(OC)c(S(=O)(=O)N(C)CC(=O)N2CCN(c3ccccc3F)CC2)c1 ?
mIAP activ: 0.95; NLRP3 yeast inh: 0; beta cell repl: -1; TIM10 inh: -17; APOBEC3G inh: -2; A3A deaminase: 3; hIAP block: -2; mIAP block: 5; tim10-1 inh: 18

What do the screens show for `CC(C)CC1NC(=O)c2ccc(Cl)cc2-n2c1nc1ccc(Cl)cc1c2=O` (stereo not given)?
mIAP activ: 1; NLRP3 yeast inh: 3; beta cell repl: -2; TIM10 inh: 0; APOBEC3G inh: -11; A3A deaminase: -5; hIAP block: 10; mIAP block: 0; tim10-1 inh: 6

Taken from above for reference:
How did C=CCNc1cc(C(F)(F)F)nc(-c2ccccn2)n1 do in these assays?
mIAP activ: 0.97; NLRP3 yeast inh: -4; beta cell repl: 0; TIM10 inh: -7; APOBEC3G inh: -2; A3A deaminase: 0; hIAP block: 2; mIAP block: 3; tim10-1 inh: -9

Results for CC(=O)N1CCN(S(=O)(=O)c2cccc(C(=O)OCC(=O)NC(=O)c3cccn3C)c2)CC1 ?
mIAP activ: 1.1; NLRP3 yeast inh: 10; beta cell repl: 0; TIM10 inh: 2; APOBEC3G inh: -3; A3A deaminase: 2; hIAP block: 3; mIAP block: -6; tim10-1 inh: 10

Remaining list, next part.
How did O=C1C=C(c2cc(F)ccc2F)C[C@@H](c2ccc(Cl)cc2)C1 do in these assays?
mIAP activ: 0.87; NLRP3 yeast inh: 13; beta cell repl: -4; TIM10 inh: -1; APOBEC3G inh: -11; A3A deaminase: -2; hIAP block: -1; mIAP block: 13; tim10-1 inh: -30

How did CCCc1cc(=O)[nH]c(SCC(=O)N(C)CC(=O)Nc2ccc(F)cc2)n1 do in these assays?
mIAP activ: 1; NLRP3 yeast inh: 20; beta cell repl: 2; TIM10 inh: -3; APOBEC3G inh: -4; A3A deaminase: 3; hIAP block: -2; mIAP block: -2; tim10-1 inh: -9

What do the screens show for `Cc1nc(C)c(C(=O)C2=C(O)C(=O)N(CCN(C)C)C2c2ccccc2)s1` (stereo not given)?
mIAP activ: 1.1; NLRP3 yeast inh: -1; beta cell repl: 1; TIM10 inh: -18; APOBEC3G inh: -4; A3A deaminase: -1; hIAP block: -15; mIAP block: -11; tim10-1 inh: -2

What do the screens show for `COc1cc(N(C)C)c(NC(C)=O)cc1C(=O)O`?
mIAP activ: 1; NLRP3 yeast inh: 12; beta cell repl: 0; TIM10 inh: -9; APOBEC3G inh: -7; A3A deaminase: -1; hIAP block: -12; mIAP block: -3; tim10-1 inh: 8

What do the screens show for `CCOc1ccc(NC(=O)c2nnn(CC(=O)Nc3ccccc3OCC)c2N)cc1`?
mIAP activ: 1.1; NLRP3 yeast inh: 11; beta cell repl: -1; TIM10 inh: -9; APOBEC3G inh: -8; A3A deaminase: -4; hIAP block: -15; mIAP block: -6; tim10-1 inh: 14

What do the screens show for `COc1ccccc1CNC(=O)c1cccc(S(=O)(=O)N2CCCC2)c1`?
mIAP activ: 1; NLRP3 yeast inh: 0; beta cell repl: 0; TIM10 inh: -1; APOBEC3G inh: -9; A3A deaminase: 2; hIAP block: 2; mIAP block: 0; tim10-1 inh: 12

Results for N#Cc1nc(COc2ccc(F)cc2)oc1N1CCC(Cc2ccccc2)CC1 ?
mIAP activ: 0.99; NLRP3 yeast inh: 1; beta cell repl: -4; TIM10 inh: 13; APOBEC3G inh: -3; A3A deaminase: 0; hIAP block: 8; mIAP block: 1; tim10-1 inh: 21

What do the screens show for `O=C(CCn1c(=S)oc2ccccc21)Nc1ccccc1Br`?
mIAP activ: 1.1; NLRP3 yeast inh: 13; beta cell repl: -5; TIM10 inh: -8; APOBEC3G inh: -6; A3A deaminase: -1; hIAP block: -9; mIAP block: -10; tim10-1 inh: 13

What do the screens show for `COc1ccc(S(=O)(=O)N[C@H](C(=O)O)C(C)C)cc1`?
mIAP activ: 1.1; NLRP3 yeast inh: 20; beta cell repl: -1; TIM10 inh: -4; APOBEC3G inh: -6; A3A deaminase: -2; hIAP block: 10; mIAP block: -7; tim10-1 inh: 6

Results for O=c1c2oc3ccccc3c2ncn1Cc1ccc(Cl)cc1 ?
mIAP activ: 0.94; NLRP3 yeast inh: 2; beta cell repl: -2; TIM10 inh: -8; APOBEC3G inh: -1; A3A deaminase: 3; hIAP block: -1; mIAP block: 6; tim10-1 inh: -1

What do the screens show for `CCOC(=O)N(CC)OC(=O)Nc1ccc(Cl)cc1`?
mIAP activ: 1; NLRP3 yeast inh: 7; beta cell repl: -1; TIM10 inh: -4; APOBEC3G inh: -6; A3A deaminase: -4; hIAP block: -2; mIAP block: -3; tim10-1 inh: -14

What do the screens show for `C[C@]12CCC(=O)C=C1CC[C@@H]1[C@@H]2C(=O)C[C@@]2(C)[C@H]1CC[C@]2(O)C(=O)CO`?
mIAP activ: 1.1; NLRP3 yeast inh: 12; beta cell repl: -1; TIM10 inh: -1; APOBEC3G inh: -9; A3A deaminase: -4; hIAP block: -2; mIAP block: -7; tim10-1 inh: -7

What do the screens show for `COc1ccc(NC(=O)c2cnc(SC)n2-c2ccc(F)cc2)c(OC)c1`?
mIAP activ: 1; NLRP3 yeast inh: 21; beta cell repl: 0; TIM10 inh: -6; APOBEC3G inh: -8; A3A deaminase: 0; hIAP block: -2; mIAP block: -2; tim10-1 inh: 6

How did O=C(Cc1ccc(Cl)cc1)NNS(=O)(=O)c1ccc([N+](=O)[O-])cc1 do in these assays?
mIAP activ: 1.1; NLRP3 yeast inh: -5; beta cell repl: -3; TIM10 inh: -5; APOBEC3G inh: -10; A3A deaminase: -3; hIAP block: 7; mIAP block: -6; tim10-1 inh: -11

How did Cc1cc(C)cc(N(C(=O)CNC(=O)c2cccs2)C(C(=O)NC2CCCC2)c2cccnc2)c1 (stereo not given) do in these assays?
mIAP activ: 0.98; NLRP3 yeast inh: -5; beta cell repl: -3; TIM10 inh: 10; APOBEC3G inh: -4; A3A deaminase: -3; hIAP block: 14; mIAP block: 2; tim10-1 inh: 1

How did CCN(CC)c1ccc(NC(=O)c2cccnc2)cc1 do in these assays?
mIAP activ: 1.1; NLRP3 yeast inh: 4; beta cell repl: -3; TIM10 inh: 3; APOBEC3G inh: -8; A3A deaminase: -9; hIAP block: 2; mIAP block: -8; tim10-1 inh: 24

How did O=C(Cn1nc(C(F)F)cc1C(F)F)N/N=C/c1ccc2c(c1)OCO2 do in these assays?
mIAP activ: 0.98; NLRP3 yeast inh: 7; beta cell repl: -2; TIM10 inh: -10; APOBEC3G inh: -4; A3A deaminase: 0; hIAP block: -8; mIAP block: 2; tim10-1 inh: 8

What do the screens show for `Cc1cc(F)ccc1S(=O)(=O)Nc1ccccc1C(=O)NCc1cccnc1`?
mIAP activ: 1.1; NLRP3 yeast inh: 9; beta cell repl: 3; TIM10 inh: 7; APOBEC3G inh: -8; A3A deaminase: 0; hIAP block: -1; mIAP block: -8; tim10-1 inh: 0

How did Cc1ccc(S(=O)(=O)C2(C(=O)N3CCCCC3C)CC2)cc1 (stereo not given) do in these assays?
mIAP activ: 0.97; NLRP3 yeast inh: 4; beta cell repl: 2; TIM10 inh: 8; APOBEC3G inh: -2; A3A deaminase: 6; hIAP block: 17; mIAP block: 3; tim10-1 inh: 28

How did COc1ccc(S(=O)(=O)N2CCCCCC2)cc1C(=O)NCc1ccco1 do in these assays?
mIAP activ: 0.92; NLRP3 yeast inh: 15; beta cell repl: -3; TIM10 inh: 3; APOBEC3G inh: -8; A3A deaminase: -3; hIAP block: -2; mIAP block: 8; tim10-1 inh: 18

Results for CCOc1ccc(NC(=O)CC(c2ccccc2)c2ccc(F)cc2)cc1 (stereo not given) ?
mIAP activ: 2.2*; NLRP3 yeast inh: 13; beta cell repl: -1; TIM10 inh: -1; APOBEC3G inh: -3; A3A deaminase: 1; hIAP block: -16; mIAP block: -117; tim10-1 inh: -4

Assay outcomes deposited in PubChem by Sanford-Burnham Center for Chemical Genomics.
